KOR beta-arrestin-1: KOR agonists, beta-arrestin recruitment, primary screen, cell-based, luminescence, uHTS (AID 1777). KOR beta-arrestin recruitment, luminescence; higher % means a stronger effect. hit rate 0.02% among 280,000. activation, % at 10 µM, or EC50 in µM where a hit was titrated; in the data active = activation above about 50%, passing the limit was not always enough; note: a part of the inactive calls stands beside numbers as strong as those of hits
KOR beta-arrestin-2: kappa opioid receptor blockers – cell-based, luminescence, uHTS (AID 1778); hit rate 0.091% among 290,000; KOR beta-arrestin recruitment, luminescence, antagonist mode; higher % means a stronger effect; inhibition, % at 10 µM, or IC50 in µM where a hit was titrated; note: strong numbers were not always called active
TNAP activators: stimulation of alkaline phosphatase TNAP activity – biochemical, luminescent, no phosphate acceptor, uHTS, primary screen (AID 1001); purified TNAP, luminescent activation assay, no phosphate acceptor; higher activation fold means a stronger effect; one-dose activation fold at 20 µM; EC50 in µM for titrated hits; hit rate 0.03% among 200,000; in the data active = activation fold from about 3, or a potency from the dose series; inactive = the rest, 99 in 100 with activation fold below about 1.6; note: many of its hits are not listed in these tables
PMI inhibitors: inhibitors of human PMI, primary screen, biochemical, fluorescence intensity, coupled assay (AID 1209) | purified PMI enzyme, coupled fluorescence intensity; higher % means a stronger effect | one-dose inhibition, % at 20 µM; IC50 in µM for titrated hits | hit rate 0.42% among 190,000;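 note: plate controls were DMSO vehicle for no effect and wells lacking substrate for full effect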
XIAP antagonists: small molecules displacing peptide from XIAP – biochemical, IAP family, fluorescence polarization (AID 1018); XIAP BIR domain, fluorescence polarization peptide displacement; higher % means a stronger effect; hit rate 0.007% among 200,000; displacement, % at 20 µM, or IC50 in µM where a hit was titrated; in the data active = displacement above about 50%; note: a part of the inactive calls stands beside numbers as strong as those of hits
LYP phosphatase: PTPN22 lymphoid phosphatase activity blockers – biochemical, fluorescence intensity, uHTS (AID 1779). recombinant LYP phosphatase, fluorescence intensity; higher % means a stronger effect. one-dose inhibition, % at 11.5 µM; IC50 in µM for titrated hits. hit rate 0.054% among 290,000;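 note: plate controls were vehicle with enzyme for no effect and no enzyme for full effect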
NOD1 inhibition: inhibition of NOD1-driven NF-kB reporter – cell-based, luminescence, uHTS, primary screen (AID 1578); inhibition, % at 4 µM, or EC50 in µM where a hit was titrated; NOD1-driven NF-kB luciferase reporter cells, luminescence; higher % means a stronger effect; hit rate 1% among 290,000; in the data active = inhibition mostly above about 36%, no sharp cut-off; inactive = mostly below about 34%;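 note: HEK-293T reporter cells stimulated with the NOD1 agonist gamma-tri-DAP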
HEK293 NOD2/NF-kB: NOD2 signaling inhibitors, cell-based, luminescence, uHTS, HEK293 (AID 1566) | HEK293 NOD2/NF-kB luciferase reporter, luminescence; higher % means a stronger effect | inhibition, % at 4 µM, or EC50 in µM where a hit was titrated | hit rate 0.63% among 290,000; note: many of its hits are not listed in these tables
human PMI inhibitors: human PMI inhibitors, high substrate, primary screen, biochemical, fluorescence intensity, high mannose 6-phosphate (AID 1220). recombinant PMI enzyme, coupled fluorescence intensity; higher % means a stronger effect. inhibition, % at 20 µM; hits with a dose series show IC50 in µM. hit rate 0.66% among 190,000
* marks the source's active call; other numbers are inactive results; nt = not tested or not shown; [ ] = another dose, or the depositor's remark. Cut-off read from the data, not from the text of the source, unless noted: active = inhibition above about 50%; inactive = the rest. Only part of the results is shown, so the mix of outcomes need not match the whole.

molecule	KOR beta-arrestin-1	KOR beta-arrestin-2	TNAP activators	PMI inhibitors	XIAP antagonists	LYP phosphatase	NOD1 inhibition	HEK293 NOD2/NF-kB	human PMI inhibitors
Cc1ccc(N2C(=O)CC(Nc3ccccc3)C2=O)cc1 (configuration not stated)	-5.5%	-19%	1.1	11%	-7.7%	-5%	-14%	1%	11%
CCOc1cc(C(=O)OCC(=O)Nc2ncc(Cl)c(C)c2Cl)ccc1OCC(=O)N1CCOCC1	-1.1%	-65%	1.2	0%	-9.4%	4%	-19%	0%	-3%
CCCCNC(=O)c1onc(CSc2ccccc2)c1C(=O)O	2.6%	-6%	1	4%	-5.4%	-2%	-4%	9%	-3%
CC1Cc2nc(SCC(=O)NC3CCCCC3)n(C)c(=O)c2S1 (configuration not stated)	-3.9%	-49%	1	8%	-3.4%	-2%	1%	12%	3%
COC(=O)C(C)Sc1ncnc2c1nnn2-c1ccc(F)cc1 (configuration not stated)	-2.6%	11%	1.1	10%	-3.1%	-6%	12%	-33%	5%
COc1cccc(Cn2cnc3c(N)c(C)c(C)cc32)c1	-6.8%	-10%	1.2	23%	-3.4%	0%	-11%	11%	35%
O=C(NC1CCCC1)c1ccc(CS(=O)(=O)c2cccc(C(F)(F)F)c2)o1	-3.3%	20%	1	3%	-5.3%	-7%	-8%	13%	2%
CCCCOCCCNC(=S)Nc1ccc(S(=O)(=O)N2CCOCC2)cc1	-1.2%	12%	nt	nt	nt	0%	4%	25%	nt
O=C(CCC(=O)N1CCOc2ccc(Cl)cc21)NCCCN1CCN(Cc2ccccc2)CC1	-6.3%	16%[20 µM]	nt	nt	nt	-9%	-15%	-1%	nt
Cc1cccc(N2CCN(C(=O)c3ccccc3NC(=O)C3CC=CCC3C(=O)O)CC2)c1 (configuration not stated)	-5.6%	-20%	1.1	3%	-13%	0%	-11%	6%	0%
C/C(=N\Nc1nc(-c2cc(C)ccc2C)cs1)c1cc2ccccc2oc1=O	-2.7%	5%	0.9	8%	-7.4%	-1%	-38%	14%	1%
Cc1nc2nc(SCC(=O)NCCCN3CCCC3)nn2c(C)c1Cc1ccccc1Cl	1.8%	-8%	nt	nt	nt	6%	-22%	9%	nt
CCc1nn(C(C)C(=O)NCc2cccc(OC)c2)c(=O)c2cc3occc3n12 (configuration not stated)	1.9%	15%	nt	nt	nt	-6%	-19%	11%	nt
O=C(Cn1cnc(S(=O)(=O)N2CCCCC2)c1)Nc1ccc(OC(F)(F)F)cc1	7.2%	-26%	nt	nt	nt	-4%	-29%	-3%	nt
CC(C)(C)OC(=O)N1CCC[C@H]1c1nnc(SCc2c(Cl)cccc2Cl)o1	1.4%	-8%	1.1	8%	-1.5%	-1%	-3%	-3%	16%
O=C(CSc1nnnn1-c1cccnc1)Nc1ccc(F)cc1F	3.6%	-1%	nt	nt	nt	-7%	-23%	-1%	nt
Cc1ccc(S(=O)(=O)n2nc(-n3c(C)ccc3C)c3c(F)cccc32)c2ccccc12	-3.4%	32%	nt	nt	nt	12%	1%	1%	nt
Cc1ocnc1C(=O)Nc1ccc(Cl)cc1	-2.0%	12%	1	3%	-3.8%	1%	-14%	-36%	8%
CCc1ccc(C2C(C#N)=C(N)Oc3cc(N)ccc32)cc1 (configuration not stated)	-1.5%	4%	nt	nt	nt	-1%	-6%	-99%	nt
O=C(c1ccc(Cl)c(S(=O)(=O)NCc2ccco2)c1)N1CCN(c2ccc(F)cc2)CC1	-1.2%	-5%	1.1	9%	-4.4%	-8%	-2%	10%	4%

Some of the entries above in another layout.
Order of results: KOR beta-arrestin-1	KOR beta-arrestin-2	TNAP activators	PMI inhibitors	XIAP antagonists	LYP phosphatase	NOD1 inhibition	HEK293 NOD2/NF-kB	human PMI inhibitors
> CC(C)(C)OC(=O)N1CCC[C@H]1c1nnc(SCc2c(Cl)cccc2Cl)o1
 : 1.4%	-8%	1.1	8%	-1.5%	-1%	-3%	-3%	16%
> O=C(CSc1nnnn1-c1cccnc1)Nc1ccc(F)cc1F
 : 3.6%	-1%	nt	nt	nt	-7%	-23%	-1%	nt
> Cc1ccc(S(=O)(=O)n2nc(-n3c(C)ccc3C)c3c(F)cccc32)c2ccccc12
 : -3.4%	32%	nt	nt	nt	12%	1%	1%	nt
> Cc1ocnc1C(=O)Nc1ccc(Cl)cc1
 : -2.0%	12%	1	3%	-3.8%	1%	-14%	-36%	8%
> CCc1ccc(C2C(C#N)=C(N)Oc3cc(N)ccc32)cc1 (configuration not stated)
 : -1.5%	4%	nt	nt	nt	-1%	-6%	-99%	nt
> O=C(c1ccc(Cl)c(S(=O)(=O)NCc2ccco2)c1)N1CCN(c2ccc(F)cc2)CC1
 : -1.2%	-5%	1.1	9%	-4.4%	-8%	-2%	10%	4%

Taken from above.
Cc1nc2nc(SCC(=O)NCCCN3CCCC3)nn2c(C)c1Cc1ccccc1Cl in KOR beta-arrestin-1 = 1.8%
O=C(Cn1cnc(S(=O)(=O)N2CCCCC2)c1)Nc1ccc(OC(F)(F)F)cc1 in LYP phosphatase = -4%

Remaining list, next part.
molecule	KOR beta-arrestin-1	KOR beta-arrestin-2	TNAP activators	PMI inhibitors	XIAP antagonists	LYP phosphatase	NOD1 inhibition	HEK293 NOD2/NF-kB	human PMI inhibitors
N#Cc1c(/N=C/c2ccco2)sc2c1CCCCC2	0.3%	-15%	1.1	4%	-0.1%	0%	-71%	-124%	12%
CCOc1ccccc1NC(=O)/C(C#N)=C/c1c(C)nn(-c2ccccc2)c1Cl	-3.4%	2%	1	0%	-7.4%	-6%	7%	29%	1%
COc1ccc(C(=O)c2oc3ccccc3c2NC(C)=O)cc1	-5.3%	14%	1.1	1%	-3.0%	-5%	-4%	9%	-3%
COc1ccc(NS(=O)(=O)c2cc(C(=O)O)ccc2C)cc1	9.7%	8%	1.1	-10%	-2.9%	-4%	-15%	-14%	28%
C[C@@H](NC(=O)[C@@H]1Cc2ccccc2CN1C(=O)OC(C)(C)C)C(=O)NC1CCCC1	6.2%	-45%	nt	nt	nt	-8%	-6%	-10%	nt
Cc1cc(=O)[nH]c(SC/C=C/c2ccccc2)n1	0.0%	17%	1.1	6%	1.2%	-3%	-19%	-8%	10%
Cn1c2ccccc2c2nnc(SCC(N)=O)nc21	2.1%	-19%	nt	nt	nt	0%	-1%	8%	nt
Cc1ccc(-c2csc3ncnc(N4CCN(Cc5ccccc5)CC4)c23)cc1	8.4%	-30%	nt	nt	nt	-3%	5%	4%	nt
COc1ccc(Cn2cnc([N+](=O)[O-])c2)cc1[N+](=O)[O-]	5.9%	-4%	nt	nt	nt	-4%	-9%	8%	nt
Cc1cc(C)n(-c2nc3ccccc3nc2N2CCN(S(=O)(=O)c3ccc4ccccc4c3)CC2)n1	3.4%	-14%	1	11%	-0.1%	-4%	-20%	6%	10%

By substructure, the entries above containing a tert-butyl group (two)
molecule	KOR beta-arrestin-1	KOR beta-arrestin-2	TNAP activators	PMI inhibitors	XIAP antagonists	LYP phosphatase	NOD1 inhibition	HEK293 NOD2/NF-kB	human PMI inhibitors
CC(C)(C)OC(=O)N1CCC[C@H]1c1nnc(SCc2c(Cl)cccc2Cl)o1	1.4%	-8%	1.1	8%	-1.5%	-1%	-3%	-3%	16%
C[C@@H](NC(=O)[C@@H]1Cc2ccccc2CN1C(=O)OC(C)(C)C)C(=O)NC1CCCC1	6.2%	-45%	nt	nt	nt	-8%	-6%	-10%	nt

Carrying on:
molecule	KOR beta-arrestin-1	KOR beta-arrestin-2	TNAP activators	PMI inhibitors	XIAP antagonists	LYP phosphatase	NOD1 inhibition	HEK293 NOD2/NF-kB	human PMI inhibitors
COc1ccccc1C(=O)NNC(=O)CN1C(=O)c2ccccc2C1=O	1.4%	-16%	nt	nt	nt	-6%	-26%	0%	nt
CCOC(=O)CSc1cccc2cccnc12	-2.9%	-13%	1.1	-4%	3.3%	-6%	85%*	-127%	-3%
Cc1ccc(/C=C/C(=O)OCn2nnc3ccccc3c2=O)o1	-1.1%	11%	nt	nt	nt	-5%	3%	14%	nt
O=C1c2ccccc2S(=O)(=O)N1CC1CC(c2ccccc2Cl)=NO1 (configuration not stated)	-2.4%	4%	1.1	10%	-0.2%	-2%	-50%	-52%	9%
S=C(NCc1ccco1)NC1CCCc2ccccc21 (configuration not stated)	-0.3%	0%	1.1	-3%	-7.9%	0%	-10%	-2%	-7%
CCOC(=O)c1nc[nH]c1C	-6.4%	-37%	1.2	0%	-2.1%	-11%	5%	6%	-3%
COc1ccc(C(=O)NNC(=S)NC(=O)c2cccnc2)cc1	-5.1%	6%	2.2	12%	-2.3%	-5%	-18%	8%	-4%
CC(C)c1c(C(=O)N/N=C/c2ccc3c(c2)OCO3)nnn1-c1nonc1N	3.1%	0%	nt	nt	nt	-4%	-10%	-20%	nt
CCc1c(C(=O)Nc2cc(C(=O)OC)ccc2C)csc1C	-4.0%	15%	nt	nt	nt	-9%	-7%	12%	nt
COc1cccc(C2=NOC(C(=O)Nc3cc(C)nn3-c3ccccc3)C2)c1OC (configuration not stated)	-2.6%	9%	1	1%	-7.4%	-4%	1%	-2%	-3%
CCOc1ccc(CN2CCN(C3CCSCC3)CC2CCO)cc1 (configuration not stated)	2.8%	-32%	1.1	3%	-4.9%	-4%	-25%	3%	-4%
COc1ccccc1Nc1nc(C2(C)CCC(=O)O2)cs1 (configuration not stated)	-0.8%	-19%	1	7%	-2.0%	-4%	-37%	-20%	11%
c1ccc(Oc2nnc(-c3cccs3)c3ccccc23)cc1	1.3%	nt	0.8	-8%	-8.0%	0%	21%	5%	-3%
O=C(Nc1nnc(SCC(=O)N2CCOCC2)s1)c1ccccc1Cl	-1.6%	3%	1.2	-3%	-5.4%	-2%	8%	-26%	-4%
CCC(C)C1C(C#N)=C(N)OC2=C1C(=O)CC(C)(C)C2 (configuration not stated)	7.1%	-12%	1.1	11%	-8.1%	-4%	5%	1%	3%
COc1ccc(CC2(CO)CCN(Cc3cnn(-c4ccccc4)c3)CC2)cc1	nt	-19%[20 µM]	1	-4%	-4.9%	-2%	-3%	12%	10%
O=C(CCNS(=O)(=O)c1ccc(Cl)cc1)N1CCCCCC1	0.1%	1%	nt	nt	nt	-11%	-32%	-8%	nt
Cc1nnc(SCc2cccc([N+](=O)[O-])c2)o1	-3.4%	-9%[20 µM]	1.1	-1%	-2.9%	-9%	-33%	2%	-8%
CC(C)c1ccc(C(=O)CSc2ncn[nH]2)cc1	-1.5%	-2%	1.1	83%*	-3.9%	-3%	-28%	-30%	9.7µM*
CC(=O)n1c(C=Nc2ccccc2)c(O)c2ccccc21	5.3%	-22%	1	-36%	-4.5%	-4%	-32%	-12%	-14%
COC(=O)c1ccc(NC(=S)NNC(=O)CC(C)C)cc1	0.9%	-4%	2.5	16%	-9.3%	-2%	37%	3%	3%
CCCOC(=O)c1ccc(Oc2c(-c3ccc(OCC)cc3O)n[nH]c2C)cc1	9.4%	-31%	1.1	2%	-6.6%	7%	39%	-13%	0%
Cc1ccccc1OCCC(=O)OCC(=O)N(C)c1c(N)n(Cc2ccccc2)c(=O)[nH]c1=O	4.9%	-17%	nt	nt	nt	-9%	-27%	12%	nt
CCCCCCNc1cc(C)oc(=O)c1C(C)=O	-2.9%	19%	1	-2%	-12%	3%	-11%	7%	1%
CN=c1scc(-c2cccs2)n1/N=C/c1ccc(O)c(O)c1O	0.8%	28%	0.9	16µM*	-6.2%	7%	-25%	-26%	35%
O=C(NCCc1ccccc1)c1cc(=O)c2ccccc2o1	-2.4%	-25%[20 µM]	0.9	-8%	-6.6%	-5%	-16%	-13%	20%

High-throughput results (PubChem)
